Screening data deposited in PubChem by National Center for Advancing Translational Sciences (NCATS).
RECQ1 helicase: RECQ1 (human) helicase inhibition; P46063; RECQ1 DNA unwinding, red fluorescence kinetic read; Potency, µM (top dose mostly 57.3 µM), for inactives: at the top dose activity, negative = inhibition, most hits filed as inhibitors; 240,000 compounds, 0.54% hits; AID 2549;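 also: plate controls were vehicle for no effect and no enzyme for full effect; nearly all actives have a fitted effect of over 30% in size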
Target sequence (P46063 whole entry, looked up): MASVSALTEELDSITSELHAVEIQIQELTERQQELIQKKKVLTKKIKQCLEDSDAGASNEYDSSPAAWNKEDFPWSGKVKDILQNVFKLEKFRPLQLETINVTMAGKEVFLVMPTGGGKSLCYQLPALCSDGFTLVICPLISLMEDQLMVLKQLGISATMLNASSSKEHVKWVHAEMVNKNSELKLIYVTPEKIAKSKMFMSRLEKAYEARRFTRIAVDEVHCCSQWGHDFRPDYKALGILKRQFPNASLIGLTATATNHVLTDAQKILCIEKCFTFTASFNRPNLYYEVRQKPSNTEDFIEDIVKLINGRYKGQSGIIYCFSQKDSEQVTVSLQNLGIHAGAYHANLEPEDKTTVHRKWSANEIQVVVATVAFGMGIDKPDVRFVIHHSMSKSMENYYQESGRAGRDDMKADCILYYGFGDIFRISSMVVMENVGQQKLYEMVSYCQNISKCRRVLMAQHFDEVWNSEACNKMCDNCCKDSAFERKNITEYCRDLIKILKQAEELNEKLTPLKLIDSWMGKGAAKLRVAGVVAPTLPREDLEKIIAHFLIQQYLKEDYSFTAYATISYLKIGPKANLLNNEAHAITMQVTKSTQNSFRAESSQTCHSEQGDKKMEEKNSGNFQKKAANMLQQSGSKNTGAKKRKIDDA
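RECQ1T1 50 nM; forked duplex (20 bp + 30-nt ss tails) 200 nM, ATP 2 mM final; pH 8.0, 2 mM MgCl2, 2.5 ug/ml poly(dI-dC); 15 min compound preincubation; discontinuous kinetic read over 2 h at RT.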
NPSR antagonist: antagonists of human neuropeptide S receptor cAMP signaling; CHO-NPSR cells, cAMP TR-FRET, antagonist mode; 220,000 compounds, 1% hits; Potency, µM (titrated, usually from 38.3 µM), for the others: top-dose activity change, negative = inhibition, usual class: inhibitors; Q6W5P4; also: % is scaled to controls: 0 for no effect and ±100 for the full control effect; nearly all actives have a fitted effect of over 50% in size; many of its hits are not listed in these tables
SMN2 splice up: SMN2 splice variant enhancement | HEK293 SMN2-luciferase splicing reporter, luminescence, 30-36 h | Potency, µM (highest dose often 46.1 µM), for the others: top-dose activity change, positive = activation, most hits filed as activators | 210,000 compounds, 2.8% hits; also: % of control where 0% means no effect; nearly all actives have a fitted effect of over 55% in size
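qHTS luciferase splicing reporter: luminescence rises when SMN2 exon 7 is included in transfected HEK293 cells. Compound exposure lasted 30-36 h at 37C, with 4.5 mM final sodium butyrate as control, followed by a ONE-Glo read.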
IMPase Li cell: membrane-permeable IMPase blocker, potentiated with lithium | Potency, µM (highest dose often 59.4 µM), inactives show top-dose activity, negative = IMPase inhibition, hits mostly inhibitors | CHO-M1 cells, IP1 TR-FRET (IP-One), carbachol + lithium | 210,000 compounds, 0.35% hits;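 also: IP1 builds up when IMPase is blocked and the TR-FRET signal falls; plate controls were basal vehicle for no effect and high inhibitor control for full effect; nearly all actives have a fitted effect of over 50% in size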
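Test compounds were applied to CHO-M1 cells previously cultured for 16–30 h at 2000 per well. A small lithium amount accompanied them; after 30 min at 37C, IP1 was quantified by TR-FRET.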
KinaseGlo FLuc: blocks Kinase-Glo luciferase, a counter-screen artifact. Kinase-Glo luciferase, ATP luminescence, 8 min. Potency, µM (titrated, usually from 38.3 µM), for the others: at the top dose activity change, negative = inhibition, hits mostly inhibitors. 200,000 compounds, 0.28% hits. AID 1379; also: % is scaled to controls: 0 for no effect and ±100 for the full control effect; nearly all actives have a fitted effect of over 60% in size
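Light output from Kinase-Glo luciferase with luciferin and 10 uM ATP in 50 mM imidazole pH 7.2, KCl, MgCl2, Tween 20, BSA; compound pin-delivered, 8-min ambient incubation, then luminescence read.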
Epigenetic derep: regulators of epigenetic silencing causing reporter derepression in mouse cells. Potency, µM (series often up to 53.9 µM), inactives show at the top dose GFP activation, usual class: activators. 280,000 compounds, 0.2% hits. murine LDR cells, GFP reporter derepression, 30 h; also: % of control where 0% means no effect; nearly all actives have a fitted effect of over 60% in size
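Reporter derepression read as number of fluorescent GFP-positive objects, 20-120 um in size, counted by laser-scanning cytometer. Mouse LDR line with an epigenetically silenced CMV-GFP locus; compound incubation 30 h, 37 C.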
RGS12 GoLoco inh: inhibitors of human Gai1-RGS12 GoLoco interaction (red fluorophore). Potency, µM (highest dose often 61.6 µM), for the others: at the top dose activity, negative = inhibition, hits mostly inhibitors. 230,000 compounds, 0.44% hits. AID 880. Gai1:RGS12 GoLoco peptide FP, rhodamine, 10 min. P63096; active = well fitted inhibition curve with a large enough effect, not every such curve was filed as active; inactive = no such curve, though single readings can be large or run the other way; also: % is scaled to controls: 0 for no effect and ±100 for the full control effect; nearly all actives have a fitted effect of over 30% in size; many of its hits are not listed in these tables
KDM4E inh: JMJD2E (human) inhibition; 230,000 compounds, 1.6% hits; Potency, µM (top dose mostly 57.1 µM), inactives show top-dose activity change, negative = inhibition, hits mostly inhibitors; JMJD2E catalytic domain, FDH-coupled NADH fluorescence (FDH is formaldehyde dehydrogenase); B2RXH2; AID 2147; active = well fitted inhibition curve with a large enough effect, not every such curve was filed as active; inconclusive = small, poorly fitted or top-dose-only effect, or another doubt; inactive = no such curve, though single readings can be large or run the other way;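 also: 0% = wells with enzyme and -100% = buffer wells without enzyme; nearly all actives have a fitted effect of over 50% in size; many of its hits are not listed in these tables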
Target sequence (B2RXH2 1-337 limits assumed): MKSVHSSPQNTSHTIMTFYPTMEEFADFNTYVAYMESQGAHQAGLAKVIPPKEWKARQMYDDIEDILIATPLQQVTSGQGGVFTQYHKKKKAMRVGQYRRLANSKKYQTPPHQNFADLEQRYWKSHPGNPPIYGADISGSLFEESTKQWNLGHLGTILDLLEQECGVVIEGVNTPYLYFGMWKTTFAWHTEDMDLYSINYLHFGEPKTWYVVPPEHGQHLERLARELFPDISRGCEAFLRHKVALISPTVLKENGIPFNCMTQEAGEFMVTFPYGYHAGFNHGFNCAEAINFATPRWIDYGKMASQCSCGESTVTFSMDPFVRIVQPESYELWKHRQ
Numbers without * were called inactive; i = inactive; ? = inconclusive; nt = no result given; [ ] = another dose, or the depositor's remark. Unless noted, calls follow the shape of the dose curve; as a rule, active = well fitted curve in the direction sought with a large enough effect; inconclusive = small, poorly fitted or top-dose-only effect, or another doubt; inactive = no such curve, though single readings can be large; an effect the other way counts as inactive or inconclusive. Potency is read from the fitted curve at half-maximal effect.

SMILES	RECQ1 helicase	NPSR antagonist	SMN2 splice up	IMPase Li cell	KinaseGlo FLuc	Epigenetic derep	RGS12 GoLoco inh	KDM4E inh
O=C(NC(=S)Nn1cnc2c(cnn2-c2ccccc2)c1=O)c1ccc(Cl)cc1	i	3%	3%	4%	5%	-1.0%	6%	-29%
CC(C)c1ccccc1-n1c(-c2cccnc2)n[nH]c1=S	14%	-6%	3%	-3%	-1%	2.4%	-5%	-14%
COCCSc1nnc(NC(=O)c2ccc([N+](=O)[O-])cc2)s1	-2%	-5%	22%	-12%	3%	6.8%	3%	3%
CCc1ccc(NC(=O)C(=O)N/N=C(\C)CC(=O)Nc2ccccn2)cc1	0%	18%	?	-17%	0%	-1.1%	-13%	0%
Cc1ccc2cccc(SCC(=O)NCC#N)c2n1	9%	-11%	9%	-9%	2%	3.0%	3%	?
Cc1ccc2c(CC(=O)Nc3c(C)n(C)n(-c4ccccc4)c3=O)coc2c1	-8%	-4%[46.1 µM]	10%	34%[38.3 µM]	1%	-1.0%	-4%	2%
O=C(NC(=S)NC1CCSC1=O)c1ccccc1 (stereo not given)	-3%	17%	-2%	-5%	-2%	0.0%	5%	10%
Cc1cc(NC(=O)CCCN2C(=O)c3cccnc3C2=O)no1	-14%	0%[46.1 µM]	-3%	22%[38.3 µM]	0%	-3.2%	9%	-4%
CC(Sc1nnc(COc2ccc(Cl)cc2)n1Cc1ccccc1)C(=O)O (stereo not given)	-1%	15%	nt	3%	0%	-1.1%	4%	2%
N/C(=N\OC(=O)COc1ccccc1Cl)c1ccc(Cl)cc1	-4%	-3%[46.1 µM]	?	7%	-1%	-1.0%	6%	3%
C=CCOC(=O)N[C@H](/C(C(=O)OC)=C(\C)NCc1ccccc1)c1cccc(F)c1	2%	nt	-7%	27%	-5%	0.0%	0%	-4%
COc1ccc(N(C(C)=O)c2nc(C)cc(C)c2C#N)c(OC)c1	-4%	4%	-6%	0%	1%	-1.5%	14%	-16%
c1ccc(-c2nccnc2-c2ccccc2)cc1	-8%	-3%	nt	nt	nt	-4.0%	6%	-1%
CC(=O)Nc1cccc(NC=C(C#N)C#N)c1	i	2%	2%	1%	2%	3.1%	11%	-5%
COC(=O)c1cc(NS(=O)(=O)c2ccc(N3CCOCC3)c([N+](=O)[O-])c2)cc(C(=O)OC)c1	1%	-32%	1%	-6%	-2%	-4.3%	-5%	8%
CC(=O)c1ccc(OCC(O)CN2C(C)(C)CC(O)CC2(C)C)cc1 (stereo not given)	-6%	-1%[46.1 µM]	-3%	8%[38.3 µM]	-2%	-2.4%	-13%	0%
CCOc1ccc(C(=O)NC(=S)Nc2ccccc2N2CCC(C)CC2)cc1[N+](=O)[O-]	-8%	-28%[46.1 µM]	-24%	8%[38.3 µM]	2%	0.0%	11%	5%
O=C(CSCc1ccc(C(=O)O)cc1)Nc1ccccc1	-5%	-1%	nt	6%	0%	1.8%	-1%	3%
CCc1cccc(NC(=O)Cn2cc(C=O)c3ccccc32)c1	-5%	5%	-72%[inhibitor]	-5%	-4%	-1.1%	4%	2%
CCOC(=O)c1nnn(-c2nonc2N)c1CNc1ccc(C)c(Br)c1	-14%	-16%[46.1 µM]	18%	13%[38.3 µM]	1%	6.0%	-6%	6%

As a working copy, part of the list above.
SMILES	RECQ1 helicase	NPSR antagonist	SMN2 splice up	IMPase Li cell	KinaseGlo FLuc	Epigenetic derep	RGS12 GoLoco inh	KDM4E inh
O=C(NC(=S)Nn1cnc2c(cnn2-c2ccccc2)c1=O)c1ccc(Cl)cc1	i	3%	3%	4%	5%	-1.0%	6%	-29%
CC(C)c1ccccc1-n1c(-c2cccnc2)n[nH]c1=S	14%	-6%	3%	-3%	-1%	2.4%	-5%	-14%
COCCSc1nnc(NC(=O)c2ccc([N+](=O)[O-])cc2)s1	-2%	-5%	22%	-12%	3%	6.8%	3%	3%
CCc1ccc(NC(=O)C(=O)N/N=C(\C)CC(=O)Nc2ccccn2)cc1	0%	18%	?	-17%	0%	-1.1%	-13%	0%

The results go on:
SMILES	RECQ1 helicase	NPSR antagonist	SMN2 splice up	IMPase Li cell	KinaseGlo FLuc	Epigenetic derep	RGS12 GoLoco inh	KDM4E inh
O=C(CSc1ccccn1)N/N=C/C=C/c1ccccc1	11%	-15%	?	-1%	-1%	-1.0%	-7%	0%
CCCCSc1nc2c(c(=O)[nH]1)CCC2	19%	-8%[46.1 µM]	25%	10%[38.3 µM]	-6%	1.1%	5%	0%
CS(=O)(=O)c1ccc(Cl)c(NC(=O)COC(=O)c2c(Cl)cccc2Cl)c1	18%	-11%	-18%	5%	-5%	-0.8%[10.1 µM]	18%	-17%
CCn1c(COc2c(C)cccc2C)nnc1SCC(=O)N1CCN(c2ccccc2)CC1	6%	-14%[46.1 µM]	-62%[inhibitor]	1%[38.3 µM]	-3%	0.3%	2%	-3%
Cn1nc(C(=O)Nc2cccnc2)c2ccccc2c1=O	0%	-4%[46.1 µM]	?	23%[38.3 µM]	-1%	0.0%	3%	4%
Cc1cc(C)nc(N2CCCC(C(=O)NCc3cccc(C(F)(F)F)c3)C2)n1 (stereo not given)	-6%	-21%[46.1 µM]	-17%	-14%[38.3 µM]	-1%	-6.4%	0%	-13%
Cn1cccc1C(=O)N1CCC[C@@]2(CCN(c3ncccn3)C2)C1	-7%	nt	-13%	15%	1%	nt	10%	nt
Cc1cc(C(=O)OCC(=O)Nc2ccc(F)c(F)c2F)c(C)o1	i	-9%	4%	-3%	-2%	0.0%	-3%	1%
O=C(COc1ccc(Cl)cc1)NCc1nnc(SCC(=O)NC2CCCCC2)o1	-6%	-26%[46.1 µM]	-10%	11µM*	-6%	-2.2%	-18%	-4%
Cc1cccc(C2c3[nH]c4ccccc4c3CCN2C(=O)c2cc(CC(C)C)nc(C)n2)n1 (stereo not given)	-6%	?	nt	5%	5%	1.5%	2%	5%
Cc1nn(Cc2ccc(Cl)cc2)c(=O)n1N(C)c1ncc(C(F)(F)F)cc1Cl	-7%	?	-3%	41%[activator][38.3 µM]	-5%	-2.0%	3%	-1%
CC1c2nc3ccccc3n2C(CC(=O)NCc2ccccn2)C(=O)N1Cc1ccccc1 (stereo not given)	1%	-11%[46.1 µM]	-16%	15%[38.3 µM]	2%	-1.8%	0%	0%
CC(=O)NN1C(=O)c2ccccc2NC1c1ccoc1 (stereo not given)	1%	38%	19%	-10%	1%	0.9%	409%[activator]	?
COc1ccc2[nH]c3c(c2c1)CCn1c-3nc2ccccc2c1=O	-10%	-8%[46.1 µM]	1.6µM*	-10%[38.3 µM]	-4%	2.4%	2%	?
O=C(O)c1ccc(Cl)c(S(=O)(=O)NC(Cc2ccccc2)C(=O)O)c1 (stereo not given)	0%	10%	12%	2%	3%	-0.4%	-3%	3%
CCOC(=O)CCCNC(=O)COC(=O)/C=C/c1ccc2c(c1)OCO2	-11%	0%	-1%	-1%	-2%	0.0%	3%	?
O=C(Oc1ccc(N2C(=O)CCC2=O)cc1)c1ccccc1	i	14%	-12%	5%	1%	-1.0%	1%	3%
C/C(=N\NC(=O)c1ccc(Br)cc1)c1ccccc1	1%	-10%[46.1 µM]	13µM*	-6%[38.3 µM]	-9%	-1.1%	6%	-7%
c1coc(-c2ccnc(-c3ccncc3)n2)c1	-7%	15%	1%	2%	-2%	0.0%	1%	-4%
Cc1cccc(C)c1OCc1nnc(NC(=O)CSc2ccc(Cl)cc2)s1	-5%	-45%	10%	-6%	0%	0.0%	9%	0%
COc1ccc(CCNC(=O)c2ccc(N(C)S(=O)(=O)c3ccc(C)cc3)cc2)cc1OC	4%	-42%	-29%	16%	1%	3.0%	12%	1%
O=[N+]([O-])c1ccc(N/N=C\c2cccn2-c2ccccc2)nc1	-10%	-25%[46.1 µM]	-54%[inhibitor]	15%[38.3 µM]	-1%	14%	15%	-2%
CCn1cc(C2=NC(C(C)C)CO2)c2ccccc21 (stereo not given)	-1%	-6%[46.1 µM]	15%	29%[38.3 µM]	0%	-0.8%	3%	-19%
CC(C)c1onc(C(=O)N2CCCCC2)c1[N+](=O)[O-]	0%	27%	-2%	1%	3%	-2.2%	-4%	3%
Cc1cccc(NC(=O)CSc2nnc(CNC(=O)c3ccc(S(=O)(=O)N(C)C)cc3)n2-c2ccc(F)cc2)c1	-9%	9%	-7%	-6%	0%	-3.0%	-1%	-8%
CCCC(C(=O)NCc1ccc(OC)cc1)N(Cc1ccco1)C(=O)c1snc(C(N)=O)c1N (stereo not given)	-8%	-16%[46.1 µM]	4%	-1%[38.3 µM]	13%	0.4%	3%	-24%
CCOCCc1nnc(NC(=O)c2cccs2)s1	0%	8%[46.1 µM]	?	8%[38.3 µM]	-9%	1.0%	7%	4%
CSc1nsc(SC)c1C(=O)N1CCN(S(=O)(=O)c2ccc(C)cc2)C1C (stereo not given)	-7%	-10%[46.1 µM]	-10%	3%[38.3 µM]	0%	0.0%	3%	2%
CC(=O)NNC(=O)c1ccncc1	0%	12%	-21%	4%	3%	-0.1%	1%	7%
Cc1onc(-c2c(Cl)cccc2Cl)c1C(=O)NNC(=O)c1c(-c2c(Cl)cccc2Cl)noc1C	i	51%	nt	nt	nt	0.0%	1%	-5%
Cc1ccsc1/C=N/NC(=S)NCc1ccccc1	-14%	-46%	4%	1%	0%	0.9%	8%	?
COc1ccc(C(C)=O)cc1CN(C)C	i	5%[46.1 µM]	4%	-27%[38.3 µM]	-1%	-0.7%	2%	2%
COc1cc(/C=N/NC(=O)NC2CCCCC2)ccc1O	-3%	-7%	nt	nt	nt	-1.0%	-6%	3%
CCOc1ccccc1/C=N\Nc1cnn(Cc2ccccc2)c(=O)c1Cl	-6%	-36%	-14%	0%	0%	-1.3%	6%	?
CC(C)(C)C(=O)C[n+]1ccccc1	i	18%	11%	5%	1%	-4.4%	3%	-4%
COCCN(CCOC)S(=O)(=O)c1ccc(C(=O)NCCCN2CCOCC2)cc1	i	12%[46.1 µM]	0%	-7%[38.3 µM]	2%	-0.1%	0%	2%

Not all compounds are listed; count on the stated rates, not on these rows.
